TcdB inh: TcdB glycohydrolase inhibitors, primary screen, biochemical, single point, plate reader | actives 0.24% (n = 350,000) | Toxin B (Clostridioides difficile), P18177 | inhibition, % at 9.99 µM | TcdB glycohydrolase enzymatic assay; in the data active = inhibition above about 10%
Target sequence (P18177 whole entry, looked up): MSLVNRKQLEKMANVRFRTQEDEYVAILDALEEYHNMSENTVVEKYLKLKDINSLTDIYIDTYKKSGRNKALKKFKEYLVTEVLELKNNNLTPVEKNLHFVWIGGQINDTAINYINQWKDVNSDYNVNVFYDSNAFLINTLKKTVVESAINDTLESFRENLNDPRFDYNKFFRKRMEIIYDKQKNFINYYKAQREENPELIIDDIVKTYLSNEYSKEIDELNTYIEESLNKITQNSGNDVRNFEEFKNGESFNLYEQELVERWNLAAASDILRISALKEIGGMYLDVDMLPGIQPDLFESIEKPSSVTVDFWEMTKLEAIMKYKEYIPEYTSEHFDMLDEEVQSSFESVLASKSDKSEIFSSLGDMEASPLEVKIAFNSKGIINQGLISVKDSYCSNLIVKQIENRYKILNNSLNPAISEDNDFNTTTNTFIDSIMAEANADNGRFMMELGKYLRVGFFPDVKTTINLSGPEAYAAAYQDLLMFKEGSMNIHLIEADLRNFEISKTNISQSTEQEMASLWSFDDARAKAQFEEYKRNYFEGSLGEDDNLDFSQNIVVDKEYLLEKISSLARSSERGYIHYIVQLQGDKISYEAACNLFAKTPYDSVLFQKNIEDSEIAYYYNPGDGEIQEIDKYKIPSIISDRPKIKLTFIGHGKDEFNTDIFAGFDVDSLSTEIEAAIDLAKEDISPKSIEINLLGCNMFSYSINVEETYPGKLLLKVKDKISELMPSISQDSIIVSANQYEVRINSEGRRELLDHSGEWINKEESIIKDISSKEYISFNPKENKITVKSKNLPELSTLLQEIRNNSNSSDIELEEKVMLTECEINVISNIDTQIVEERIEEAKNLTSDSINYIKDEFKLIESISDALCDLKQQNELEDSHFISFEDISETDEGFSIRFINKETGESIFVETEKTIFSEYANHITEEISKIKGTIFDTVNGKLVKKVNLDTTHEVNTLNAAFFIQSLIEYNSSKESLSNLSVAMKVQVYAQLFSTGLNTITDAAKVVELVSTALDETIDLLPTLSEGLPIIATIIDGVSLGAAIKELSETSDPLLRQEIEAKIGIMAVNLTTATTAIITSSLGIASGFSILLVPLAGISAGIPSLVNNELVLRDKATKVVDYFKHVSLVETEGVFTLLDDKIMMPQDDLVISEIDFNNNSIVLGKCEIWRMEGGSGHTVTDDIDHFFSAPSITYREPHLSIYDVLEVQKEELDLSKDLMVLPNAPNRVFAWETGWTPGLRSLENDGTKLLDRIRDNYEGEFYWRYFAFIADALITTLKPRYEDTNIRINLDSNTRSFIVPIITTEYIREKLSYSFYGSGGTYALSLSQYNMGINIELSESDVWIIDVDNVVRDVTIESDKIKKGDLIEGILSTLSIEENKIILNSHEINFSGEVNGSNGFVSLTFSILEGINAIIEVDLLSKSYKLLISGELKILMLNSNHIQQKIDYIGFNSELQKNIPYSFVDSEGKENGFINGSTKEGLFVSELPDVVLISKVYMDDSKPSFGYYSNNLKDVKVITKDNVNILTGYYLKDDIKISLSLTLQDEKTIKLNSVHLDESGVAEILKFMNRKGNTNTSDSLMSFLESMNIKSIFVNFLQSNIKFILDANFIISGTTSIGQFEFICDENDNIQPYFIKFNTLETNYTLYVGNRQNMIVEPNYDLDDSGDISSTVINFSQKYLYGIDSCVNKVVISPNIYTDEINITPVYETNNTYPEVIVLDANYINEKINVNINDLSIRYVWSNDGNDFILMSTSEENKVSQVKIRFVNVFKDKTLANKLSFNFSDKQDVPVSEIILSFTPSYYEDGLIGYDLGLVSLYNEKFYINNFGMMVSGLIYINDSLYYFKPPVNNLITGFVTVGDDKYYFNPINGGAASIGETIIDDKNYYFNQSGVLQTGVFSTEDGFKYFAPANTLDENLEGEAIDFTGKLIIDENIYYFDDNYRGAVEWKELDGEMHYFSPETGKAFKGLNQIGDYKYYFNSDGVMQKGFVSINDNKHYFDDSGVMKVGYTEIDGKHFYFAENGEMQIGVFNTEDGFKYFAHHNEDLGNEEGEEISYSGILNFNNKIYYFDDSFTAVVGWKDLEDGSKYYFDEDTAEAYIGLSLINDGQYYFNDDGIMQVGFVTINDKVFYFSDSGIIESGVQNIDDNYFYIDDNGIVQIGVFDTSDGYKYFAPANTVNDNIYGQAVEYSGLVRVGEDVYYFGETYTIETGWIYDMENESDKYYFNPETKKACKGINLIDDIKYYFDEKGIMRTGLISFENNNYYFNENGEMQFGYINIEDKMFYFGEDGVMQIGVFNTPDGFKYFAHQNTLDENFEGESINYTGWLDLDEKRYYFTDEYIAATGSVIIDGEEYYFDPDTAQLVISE
The depositor's hits bear a star. These rows are one share of the data, so the mix of outcomes need not match the whole.

mol | TcdB inh
C[C@@H]1CN([C@H](C)CO)C(=O)Cc2cc(NC(=O)CCCCCC(=O)Nc3ccccc3N)ccc2O[C@H]1CN(C)Cc1ccc(Oc2ccccc2)cc1 | -0.3
Cc1cc(C(=O)Nc2cccc3c2O[C@H](CN(C)CC2CCCCC2)[C@@H](C)CN([C@H](C)CO)C3=O)n(C)n1 | 1.3
CCCNC(=O)N1[C@H](CO)[C@H](c2ccc(-c3cccnc3)cc2)[C@@H]1C#N | 0.5
C/C=C/c1ccc2c(c1)O[C@H](CN(C)C(=O)c1ccccc1)[C@H](C)CN([C@H](C)CO)S2(=O)=O | 1.2
COc1ccc(NC(=O)N(C)C[C@H]2OCc3ccccc3-c3c(n(C)c4ccccc34)C(=O)N([C@H](C)CO)C[C@@H]2C)c(OC)c1 | -0.3
COc1ccc2c3c(n(C)c2c1)[C@@H](CO)N(C(=O)Nc1ccc(F)cc1)CC31CN(Cc2cccnc2)C1 | 0.9
COCC(=O)N1CC2(C1)CN(Cc1ccccc1F)[C@H](CO)c1[nH]c3cc(OC)ccc3c12 | -0.3
C[C@@H]1CN([C@@H](C)CO)C(=O)c2cc(C#C[C@@H](C)O)cnc2O[C@@H]1CN(C)Cc1cncnc1 | -3.5
COc1ccc(C#Cc2cnc3c(c2)C(=O)N([C@@H](C)CO)C[C@H](C)[C@H](CN(C)C(=O)CC2CC2)O3)cc1 | 2.6
O=C(C[C@H]1CC[C@H]2[C@@H](COC[C@@H](O)CN2S(=O)(=O)c2ccc(Cl)cc2)O1)NCc1ccc(Cl)c(Cl)c1 | -1.4
C[C@H](NC(=O)C[C@H]1C=C[C@@H](NC(=O)Nc2ccc3c(c2)OCO3)[C@@H](CO)O1)c1ccccc1 | -0.5
CC(C)NC(=O)N(C)C[C@@H]1Oc2ccc(NC(=O)CCN3CCOCC3)cc2C(=O)N([C@@H](C)CO)C[C@H]1C | -9.1
C[C@H]1CCCCO[C@H](CN(C)Cc2ccncc2)[C@@H](C)CN([C@@H](C)CO)C(=O)c2cc(NC(=O)c3ccncc3)ccc2O1 | 1.7
C[C@@H]1CN([C@H](C)CO)C(=O)c2cccc(NS(=O)(=O)c3cccs3)c2O[C@@H]1CN(C)S(=O)(=O)c1ccccc1 | 0.4
CCCNC(=O)C[C@H]1CC[C@@H]2[C@@H](COc3ccc(NC(=O)c4cccc(OC)c4)cc3C(=O)N2C)O1 | 7.2

Four entries from above, as labelled records.
Molecule: C[C@@H]1CN([C@H](C)CO)C(=O)c2cccc(NS(=O)(=O)c3cccs3)c2O[C@@H]1CN(C)S(=O)(=O)c1ccccc1
  TcdB inh: 0.4

Molecule: COc1ccc(NC(=O)N(C)C[C@H]2OCc3ccccc3-c3c(n(C)c4ccccc34)C(=O)N([C@H](C)CO)C[C@@H]2C)c(OC)c1
  TcdB inh: -0.3

Molecule: C[C@H]1CCCCO[C@H](CN(C)Cc2ccncc2)[C@@H](C)CN([C@@H](C)CO)C(=O)c2cc(NC(=O)c3ccncc3)ccc2O1
  TcdB inh: 1.7

Molecule: Cc1cc(C(=O)Nc2cccc3c2O[C@H](CN(C)CC2CCCCC2)[C@@H](C)CN([C@H](C)CO)C3=O)n(C)n1
  TcdB inh: 1.3

Following part
mol | TcdB inh
C[C@H]1CN([C@@H](C)CO)C(=O)c2cc(C#CCN(C)C)cnc2O[C@H]1CN(C)Cc1cccc(C(=O)O)c1 | 0.1
C[C@H](NC(=O)C[C@@H]1C=C[C@H](NC(=O)c2cccnc2)[C@H](CO)O1)c1ccccc1 | -3.3
CCCC#Cc1cnc2c(c1)C(=O)N([C@H](C)CO)C[C@@H](C)[C@@H](CN(C)C(=O)c1ccc(F)cc1)O2 | 0.6
O=C(C[C@@H]1CC[C@@H](NS(=O)(=O)c2ccc(F)cc2)[C@H](CO)O1)NC1CCC1 | 0.6
CN1C(=O)c2cc(NC(=O)C3CC3)ccc2OC[C@H]2O[C@@H](CC(=O)NCCc3ccncc3)CC[C@H]21 | 1.5
N#Cc1ccc(-c2ccc3c(c2)[C@H]2[C@H](CCN2C(=O)C2CCCC2)[C@H](CO)N3)cc1 | 1.2
Cc1ccc(-c2ccc3c(c2)O[C@@H](CN(C)Cc2cccnc2)[C@H](C)CN([C@@H](C)CO)S3(=O)=O)cc1 | -0.3
C[C@H]1CCCCO[C@H](CN(C)Cc2ccncc2)[C@@H](C)CN([C@@H](C)CO)C(=O)c2cc(NC(=O)CCC(F)(F)F)ccc2O1 | 1.3
O=C(Nc1cc(F)ccc1F)N[C@@H]1CC[C@@H](CCn2cc(C3CCCC3)nn2)O[C@H]1CO | -1.4
Cc1ccc(S(=O)(=O)Nc2cccc3c2O[C@H](CN(C)S(=O)(=O)c2ccc(Cl)cc2)[C@@H](C)CN([C@H](C)CO)C3=O)cc1 | -0.4
C[C@H](NC(=O)C[C@H]1CC[C@@H]2[C@H](COC[C@@H](O)CN2C)O1)c1ccccc1 | 0.2
C[C@@H]1CN([C@@H](C)CO)C(=O)c2cc(NC(=O)Nc3ccc4c(c3)OCO4)ccc2O[C@@H](C)CCCCO[C@@H]1CN(C)S(=O)(=O)c1ccc(Cl)cc1 | 0.1
C[C@H](CO)N1C[C@H](C)[C@@H](CN(C)Cc2ccc(Cl)c(Cl)c2)OCCCC[C@H](C)Oc2ccc(N(C)C)cc2C1=O | -24
C[C@H]1CN([C@@H](C)CO)C(=O)c2cc(NC(=O)Nc3ccc(F)cc3)ccc2O[C@@H]1CN(C)C(=O)Nc1ccccc1 | 0.5
CCN(C[C@@H]1N[C@@H](CO)[C@H]1c1ccc(-c2cccc(F)c2)cc1)C(=O)CN(C)C | -4.5

Continuation.
mol | TcdB inh
O=C(C[C@@H]1CC[C@H](NS(=O)(=O)c2ccc(F)cc2)[C@@H](CO)O1)N1CCc2ccccc2C1 | -0.3
CN1c2ccc(C#Cc3cccnc3)cc2[C@H]2[C@H](CCN2S(=O)(=O)c2ccccc2)[C@@H]1CO | 0.7
COCC#Cc1ccc([C@H]2[C@H](CO)N3C(=O)CN(C(=O)C4CCCCC4)C[C@@H]23)cc1 | -0.4
CO[C@@H]1CN(C)C(=O)c2cc(NS(=O)(=O)CC(F)(F)F)ccc2OC[C@H](C)NC[C@H]1C | 1.2
COc1ccc(NC(=O)N(C)C[C@@H]2OCCCC[C@H](C)Oc3ccc(NC(=O)Cc4ccccc4)cc3C(=O)N([C@H](C)CO)C[C@H]2C)cc1 | -0.9
Cc1ccc(S(=O)(=O)Nc2ccc3c(c2)CC(=O)N([C@@H](C)CO)C[C@H](C)[C@@H](CN(C)C(=O)Nc2cccc4ccccc24)O3)cc1 | 0.5
CC(C)[C@@H](C)NC(=O)N(C)C[C@H]1OCc2ccccc2-c2ccccc2C(=O)N([C@H](C)CO)C[C@@H]1C | 0.7
CCCC(=O)Nc1ccc2c(c1)C(=O)N(C)[C@H]1CC[C@@H](CC(=O)O)O[C@H]1CO2 | -11
CCCN1C[C@H](C)[C@H](OC)CN(C)C(=O)c2cc(NC(=O)Nc3c(C)noc3C)ccc2OC[C@@H]1C | 0.1
C[C@H](CO)N1C[C@H](C)[C@H](CN(C)Cc2cncnc2)Oc2ncc(-c3ccc(C#N)cc3)cc2C1=O | 1.0
COc1ccc(NC(=O)Nc2ccc3c(c2)CC(=O)N([C@@H](C)CO)C[C@H](C)[C@H](CN(C)S(=O)(=O)c2ccc(OC)cc2)O3)cc1 | -0.1
C[C@@H](NC(=O)[C@H]1[C@H](CO)[C@H]2Cn3c(ccc(-c4ccccc4)c3=O)[C@H]2N1C)c1ccccc1 | 0.0
C[C@H]1CN([C@@H](C)CO)S(=O)(=O)c2ccc(C#Cc3ccccc3)cc2O[C@H]1CN(C)S(=O)(=O)c1cn(C)cn1 | 1.4
COCC#Cc1ccc2c(c1)O[C@H](CN(C)S(=O)(=O)c1cccc(OC)c1)[C@H](C)CN([C@@H](C)CO)S2(=O)=O | 2.6
O=C(C[C@@H]1C=C[C@@H](NC(=O)Nc2ccccc2)[C@H](CO)O1)NCc1ccccn1 | 1.4

Next part:
mol | TcdB inh
CC(C)NC(=O)Nc1ccc2c(c1)CC(=O)N([C@@H](C)CO)C[C@@H](C)[C@H](CN(C)Cc1ccc(C(=O)Nc3ccccc3N)cc1)O2 | -0.4
O=C(C[C@H]1C[C@H]2c3cc(NC(=O)Nc4ccccc4F)ccc3O[C@H]2[C@H](CO)O1)NCCc1ccccc1 | -3.3
C[C@H]1CN([C@@H](C)CO)C(=O)c2cc(NC(=O)Cn3cnnn3)ccc2O[C@@H]1CN(C)C | -1.3
CN(C)CC(=O)N1[C@@H](C#N)[C@H](c2ccccc2-c2ccccc2F)[C@@H]1CO | -0.4
CC(C)CC#Cc1cnc2c(c1)C(=O)N([C@H](C)CO)C[C@@H](C)[C@H](CN(C)C(=O)C1CCOCC1)O2 | 0.8
COc1ccc(S(=O)(=O)N(C)C[C@H]2OCCCC[C@@H](C)Oc3ccc(NS(=O)(=O)c4ccc(F)cc4)cc3C(=O)N([C@H](C)CO)C[C@@H]2C)cc1 | -0.1
COc1ccc(NC(=O)Nc2ccc3c(c2)C(=O)N([C@@H](C)CO)C[C@@H](C)[C@H](CN(C)S(=O)(=O)c2ccccc2)O3)cc1 | 0.3
COc1ccccc1C#Cc1ccc([C@H]2[C@H](C#N)N(C(=O)C3CCCCC3)[C@H]2CO)cc1 | 0.4
CN1CCN(C(=O)C[C@H]2CC[C@H]3[C@@H](COC[C@@H](O)CN3C(=O)Nc3cc(Cl)cc(Cl)c3)O2)CC1 | -0.7
CCC(=O)N1C[C@H](O)COC[C@@H]2O[C@H](CC(=O)NCc3cc(F)cc(F)c3)CC[C@H]21 | -3.4
COc1ccc(CN(C)C[C@@H]2Oc3ccc(NC(=O)c4ccncc4)cc3C(=O)N([C@@H](C)CO)C[C@H]2C)cc1 | -1.1
O=S(=O)(N[C@@H]1CC[C@@H](CCn2cc(-c3cccc(F)c3)nn2)O[C@H]1CO)c1ccc(F)cc1 | 0.6
COc1cccc(-c2cnc3c(c2)C(=O)N([C@@H](C)CO)C[C@H](C)[C@@H](CN(C)C(C)=O)O3)c1 | -0.6
COC(=O)[C@@H]1[C@@H](CO)[C@@H]2Cn3c(ccc(-c4cccc(F)c4)c3=O)[C@@H]2N1CC1CCCC1 | -0.3
CCCNC(=O)N1[C@@H]2Cn3c(ccc(-c4cccc(OC)c4)c3=O)[C@H]1[C@@H](C(=O)NC1CCC1)[C@@H]2CO | -0.5

As a short view, some entries already given.
mol | TcdB inh
COC(=O)[C@@H]1[C@@H](CO)[C@@H]2Cn3c(ccc(-c4cccc(F)c4)c3=O)[C@@H]2N1CC1CCCC1 | -0.3
CCCNC(=O)N1[C@@H]2Cn3c(ccc(-c4cccc(OC)c4)c3=O)[C@H]1[C@@H](C(=O)NC1CCC1)[C@@H]2CO | -0.5

Remaining list, next part
mol | TcdB inh
C[C@@H]1CN([C@@H](C)CO)C(=O)c2cc(NS(=O)(=O)c3cn(C)cn3)ccc2O[C@@H](C)CCCCO[C@@H]1CN(C)CC1CCCCC1 | -0.2
C[C@@H]1CCCCO[C@H](CN(C)C(=O)Nc2ccc3c(c2)OCO3)[C@@H](C)CN([C@H](C)CO)C(=O)c2cc(NC(=O)CCC(F)(F)F)ccc2O1 | -0.3
Cc1ccccc1S(=O)(=O)N[C@H]1CC[C@@H](CCNS(=O)(=O)c2cccc(F)c2)O[C@@H]1CO | -1.6
CO[C@@H]1CN(C)C(=O)c2ccc(NC(=O)Nc3c(C)noc3C)cc2OC[C@H](C)N(C)C[C@@H]1C | 1.0
C[C@]12CCCC(=O)N1CCc1c2[nH]c2ccccc12 | 0.2
O=C(c1cccc(F)c1)N1CC[C@@H]2[C@H]1c1cc(-c3ccccc3)ccc1N[C@@H]2CO | -0.2
COc1ccc(S(=O)(=O)Nc2ccc3c(c2)C(=O)N([C@H](C)CO)C[C@H](C)[C@@H](CN(C)C(=O)C2CCCCC2)OCCCC[C@H](C)O3)cc1 | 0.9
CCC(=O)N[C@H]1CC[C@H](CCNS(=O)(=O)c2ccc(Cl)cc2)O[C@H]1CO | 0.0
Cc1ccc(S(=O)(=O)Nc2ccc3c(c2)C(=O)N([C@H](C)CO)C[C@H](C)[C@@H](CN(C)C(=O)Nc2ccccc2)OCCCC[C@@H](C)O3)cc1 | 1.4
O=C(Cc1ccccc1)N1CC[C@@H]2[C@H]1c1cc(-c3ccccc3)ccc1N[C@@H]2CO | 0.5
C[C@@H](NC(=O)[C@@H]1[C@@H](CO)[C@@H]2Cn3c(cccc3=O)[C@H]1N2Cc1ccccc1)c1ccccc1 | 0.0
C[C@H](CO)N1C[C@H](C)[C@@H](CN(C)Cc2ccccc2)Oc2c(NC(=O)Nc3ccc(F)cc3)cccc2C1=O | 0.0
Cc1ccccc1S(=O)(=O)N[C@@H]1CC[C@H](CCNS(=O)(=O)c2cccc(F)c2)O[C@H]1CO | 0.3
CN(C)CC(=O)N1[C@@H]2c3ccc(-c4ccncc4)c(=O)n3C[C@H]1[C@H](CO)[C@H]2C(=O)NC1CCC1 | -0.4
Cc1noc(C)c1NC(=O)Nc1cccc2c1O[C@@H](CN(C)S(C)(=O)=O)[C@@H](C)CN([C@H](C)CO)C2=O | -0.3

Remaining list, next part.
mol | TcdB inh
COCc1cn(CC[C@H]2CC[C@H](NC(=O)Nc3ccc4c(c3)OCO4)[C@@H](CO)O2)nn1 | 0.0
C[C@@H]1CN([C@@H](C)CO)C(=O)c2cc(NC(=O)Nc3ccc(C(F)(F)F)cc3)ccc2O[C@@H]1CN(C)CC1CC1 | 0.4
CO[C@@H]1CN(C)C(=O)c2ccc(NC(=O)C3CCOCC3)cc2OC[C@H](C)N(C(C)=O)C[C@H]1C | 0.2
C[C@@H]1CCCCO[C@@H](CN(C)Cc2ccc(Cl)c(Cl)c2)[C@@H](C)CN([C@H](C)CO)C(=O)c2cc(NC(=O)C3CCCCC3)ccc2O1 | 0.6
C[C@H](CO)N1C[C@H](C)[C@H](CN(C)C)Oc2ccc(NC(=O)Cc3ccccc3)cc2CC1=O | -0.7
C[C@H]1CCCCO[C@@H](CN(C)C(=O)Nc2ccc(C(F)(F)F)cc2)[C@@H](C)CN([C@@H](C)CO)C(=O)c2cc(NC(=O)c3ccccc3)ccc2O1 | -1.2

Screening data (PubChem)
